Bioassay records as filed in PubChem BioAssay.
Rac1 mut GTP: alters GTP binding to activated mutant human Rac1; P63000; GST-Rac1 activated beads, fluorescent GTP binding, flow cytometry; actives lie on both sides; 100% means binding = to untreated wells; percent activity (GTP binding), % at 10 µM; 190,000 compounds, 0.11% hits; AID 764;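 active means GTP binding at least 20 percentage points away from the 100% baseline, in either direction, so actives lie on both sides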
Mcl1 Bid PPI: disrupts binding of human Mcl-1 to Bid peptide; Q07820; TR-FRET Mcl-1/Bid-Dy647 peptide binding, 1536-well; inhibition, % at 21.7 µM; 220,000 compounds, 0.97% hits;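 active means compounds that cut the binding signal by more than half at the single screening dose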;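 further: His-tagged Mcl-1 with europium anti-His antibody binding Bid BH3 peptide; 0% = Mcl-1 plus peptide wells and 100% = peptide-only wells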
Target sequence (Q07820 whole entry, looked up): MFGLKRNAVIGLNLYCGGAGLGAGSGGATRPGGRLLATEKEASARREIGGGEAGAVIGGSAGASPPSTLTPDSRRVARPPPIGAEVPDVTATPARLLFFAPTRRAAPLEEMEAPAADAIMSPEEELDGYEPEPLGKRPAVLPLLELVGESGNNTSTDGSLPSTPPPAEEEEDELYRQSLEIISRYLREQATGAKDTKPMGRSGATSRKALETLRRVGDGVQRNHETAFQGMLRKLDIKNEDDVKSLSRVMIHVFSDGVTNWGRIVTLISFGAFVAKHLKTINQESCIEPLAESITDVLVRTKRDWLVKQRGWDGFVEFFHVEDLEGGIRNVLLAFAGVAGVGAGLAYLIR
Mcl1-Noxa inh: Mcl-1/Noxa interaction inhibition. Q07820. TR-FRET Mcl-1/Noxa peptide binding, 2 h. inhibition, % at 21.7 µM. 220,000 compounds, 1.5% hits. AID 1022;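 active means compounds that cut the protein-peptide binding signal by more than 50% relative to plate controls in a single-dose test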;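 further: His-tagged Mcl-1 with rhodamine Noxa BH3 peptide and terbium anti-His antibody; 0% = Mcl-1 plus Noxa peptide wells and 100% = peptide-only wells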
Avidin bead fluor: compound fluoresces at 488/530 nm on avidin beads; fluorescence (KMESF) at 10 µM; compound fluorescence 488/530 nm, flow cytometry; active compounds read high; 220,000 compounds, 0.38% hits; AID 1775; in the data active means fluorescence above about 47; further: inactives centre near 10
Rac1 wt modul: human Rac1 wildtype GTP binding, inhibitors and activators; AID 757; GST-Rac1 beads, fluorescent GTP binding, flow cytometry; actives lie on both sides; 0 = cold GTP competed, 100 = untreated; GTP binding activity (% of control), % at 10 µM; 190,000 compounds, 0.27% hits; P63000;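 active means GTP binding activity at least 20 points away from the 100% control level, either lower or higher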
Cdc42 wt GTP: human Cdc42 wildtype GTP binding change, either direction. P60953. GST-Cdc42 beads, Bodipy-GTP binding, flow cytometry; actives lie on both sides. percent activity (GTP binding), % at 10 µM. 190,000 compounds, 0.2% hits. AID 761;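 active means percent activity GTP binding at least 20 points away from the 100% baseline, either down as inhibitor or up as activator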;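 further: median bead fluorescence of bound Bodipy-FL-GTP at 100 nM; 0% = excess unlabeled GTP control and 100% = no compound control; below 100% means less GTP binding so inhibitor and above means activator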
Target sequence (P60953 whole entry, looked up): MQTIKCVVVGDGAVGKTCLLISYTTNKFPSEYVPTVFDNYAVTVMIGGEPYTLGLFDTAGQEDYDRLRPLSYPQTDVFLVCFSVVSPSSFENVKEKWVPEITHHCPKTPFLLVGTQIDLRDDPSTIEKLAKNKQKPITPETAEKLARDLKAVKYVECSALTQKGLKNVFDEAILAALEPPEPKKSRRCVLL
Mcl-1 Bim block: disrupts Bim peptide binding to human Mcl-1 | inhibition, % at 10 µM | Bead-based flow cytometry, Bim peptide-Mcl-1 binding | Q07820 | 190,000 compounds, 0.1% hits | AID 1009; in the data active means inhibition above about 40%;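 further: 0% = no compound tracer wells and 100% = peptide blocker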
Rab2 wt GTP: changes GTP binding to wildtype dog Rab2A, up or down | GST-Rab2 wt beads, Bodipy-GTP binding, flow cytometry | 190,000 compounds, 0.19% hits | GTP binding activity, % at 10 µM;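 active means GTP binding activity at least 20 points away from 100%, either lowered or raised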;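 further: 0% = beads with excess unlabeled GTP and 100% = no-compound control corrected for plate trend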
HRas wt GTP bind: human HRas wildtype GTP binding, change in either direction. P01112. GST-Ras wt beads, Bodipy-FL-GTP binding, flow cytometry; actives lie on both sides. GTP binding activity, % at 10 µM. 190,000 compounds, 0.14% hits. AID 759;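 active means GTP binding activity at least 20% away from the 100% baseline, either lowered as inhibitor or raised as activator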;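 further: 0% = unlabeled GTP competition control and 100% = no-compound control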
Target sequence (P01112 whole entry, looked up): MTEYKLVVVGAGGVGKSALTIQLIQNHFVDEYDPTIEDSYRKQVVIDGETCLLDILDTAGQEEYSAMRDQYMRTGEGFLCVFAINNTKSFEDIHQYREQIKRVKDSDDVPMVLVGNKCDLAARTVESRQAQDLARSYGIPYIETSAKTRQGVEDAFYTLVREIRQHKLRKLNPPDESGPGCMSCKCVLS
Pf gamet viab: inhibitors of late stage P. falciparum gametocyte viability. AID 743093. inhibition, % at 10.9 µM. P. falciparum stage V gametocytes, ATP luminescence, 24 h. 150,000 compounds, 0.065% hits;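 active means inhibition above the mean plus 3 SD of compounds within the control limits, set per campaign, cut at about 38% in these data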;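 further: 0% = DMSO wells and 100% = medium only without gametocytes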
Rab7 wt modul: alters GTP binding to wildtype dog Rab7 | GST-Rab7 beads, fluorescent GTP binding, flow cytometry; actives lie on both sides; untreated = 100%, excess cold GTP = 0% | GTP binding activity (percent of control), % at 10 µM | 190,000 compounds, 0.055% hits | AID 758;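 active means fluorescent GTP binding to Rab7 beads changed by at least 20 points from the 100% baseline, either direction, mostly lower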;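 further: median green fluorescence of bound Bodipy-FL-GTP per Rab7 bead population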
The depositor's hits bear a star; . = not tested or not shown.

canonical_smiles	Rac1 mut GTP	Mcl1 Bid PPI	Mcl1-Noxa inh	Avidin bead fluor	Rac1 wt modul	Cdc42 wt GTP	Mcl-1 Bim block	Rab2 wt GTP	HRas wt GTP bind	Pf gamet viab	Rab7 wt modul
Cc1ccccc1C(=O)NC(=S)Nc1ccccc1C(F)(F)F	104	-36	13	14	112	107	0	102	105	.	102
Fc1cccc(CO/N=C/c2c(-c3ccccc3)nc3ccc(Cl)cn23)c1	95	-1	10	32	97	98	0	95	98	5	96
CCOC(=O)C1CCN(C(=O)Nc2ccc3snnc3c2)CC1	98	2	8	23	106	106	-3	102	103	.	104
COc1ccc(OC)c(/C=C2\SC(=S)N(Cc3cccnc3)C2=O)c1	93	29	28	5	95	92	13	92	92	-84	91
Cc1ccccc1OCCCN1C(=O)C(=O)c2cccc(C)c21	98	-7	-18	5	103	100	0	101	99	.	99
CCOC(=O)N1CCN(c2cc(NCCC(=O)O)c3c4c(onc24)-c2ccccc2C3=O)CC1	92	-26	73*	7	93	89	27	91	92	.	92
O=C(Nc1ccc(Cl)c(Cl)c1)N1CCSC1c1ccco1 (centres undefined)	92	-21	10	8	93	93	-4	93	93	-4	91
Cc1nc2cc(NCc3nc4ccccc4n3Cc3ccccc3)ccc2n1C	92	-27	6	21	95	91	-2	94	91	.	92
O=C(NCc1ccc(F)cc1)C1CCCN1C(=O)NCc1ccccc1 (centres undefined)	98	2	52*	7	99	99	1	97	99	.	100
COc1ccc(NC(=S)N(CCCN2CCOCC2)Cc2cn(C)c3ccccc23)cc1OC	97	0	11	11	104	100	-7	101	102	.	101
COc1ccccc1CNC(=O)c1ccccc1NS(C)(=O)=O	97	3	6	16	101	102	-4	101	101	-6	104
COc1cccc(Nc2nc(-c3sc(NC(=O)c4ccccc4)nc3C)cs2)c1	98	-43	20	16	105	103	-5	105	106	-26	107
COc1ccc(C(=O)NC(=S)Nc2ccc3c(c2)Cc2ccccc2-3)cc1	97	-20	-9	29	100	99	-2	98	99	-23	101
COc1cc(=O)[nH]c(SCc2c(F)c(F)c(F)c(F)c2F)n1	96	-33	-3	9	101	101	4	98	99	0	97
COc1ccc(OC)c(CCNC(=O)CS(=O)(=O)Cc2nc(-c3ccc(C)cc3)oc2C)c1	96	-18	-3	14	99	99	-1	99	99	7	101
Cc1ccc(N=C2N=C(N)c3ccccc32)c(C)c1	97	6	9	22	105	102	-1	99	101	3	97
C/C(=N/NC(=O)CNc1ccc(C)cc1)c1ccc(Cl)cc1	98	-44	16	.	106	102	-1	99	100	.	97
O=C(CCNS(=O)(=O)c1ccc(Br)s1)NCc1ccc2c(c1)OCO2	97	20	6	7	98	93	-3	98	96	-17	95
O=C(CSc1ncn(-c2ccccc2)n1)Nc1nccs1	95	-15	4	9	95	97	4	95	95	20	91
O=C(CN(C(=O)CCNC(=O)c1ccco1)c1ccccc1)NC1CCCC1	100	0	10	12	106	103	0	100	102	17	99
COC(=O)c1ccc(N2CCN(S(=O)(=O)c3ccc(Br)cc3)CC2)c([N+](=O)[O-])c1	101	-28	-9	11	102	104	0	104	104	.	103
COc1ccc(Cl)cc1NC(=O)CSc1nnc(Cn2c(=O)sc3ccccc32)n1C	103	-14	5	22	105	107	-2	101	103	.	101
C(=C\c1ccccc1)/C=N/n1cnnc1	99	-45	9	11	105	105	0	98	102	-7	101
COC(=O)c1cc(Br)c(=O)n(Cc2ccc3c(c2)OCO3)c1	96	-25	5	3	99	98	-3	98	97	.	96
CCNC(=O)CC(=O)Nc1ccccc1C(=O)O	101	23	17	5	106	104	-2	103	103	-8	101
O=C(NCCO)c1ccc(CSc2nc3ccccc3[nH]2)cc1	101	-13	0	4	101	101	-4	100	101	.	103
COC(=O)c1ccc(COc2ccc(-c3nnn(CC(N)=O)n3)cc2)cc1	97	-114	-307	18	102	99	-3	103	99	12	101
Cc1cc(C)c(C#N)c(SCC(=O)Nc2ccccc2)n1	94	-16	1	11	97	98	3	98	96	-6	100
CCN(NC(=O)C(O)(c1ccc(F)cc1)c1ccc(F)cc1)C(=O)c1ccccc1	99	-11	23	10	104	103	-3	102	102	-21	103
COc1nc(NS(=O)(=O)c2ccc(C)cc2)nc(C)c1Cl	98	-10	18	10	100	96	3	94	95	6	98
S=C(NCCc1ccccc1)Nc1ccccc1Cl	101	-70	9	13	103	98	4	98	98	.	99
CCOc1ccccc1NC(=O)C1CCCN(S(=O)(=O)c2ccc(OC)c(C)c2)C1 (centres undefined)	101	-32	8	17	105	102	-2	99	99	-20	96
NS(=O)(=O)c1ccc(Nc2nc(-c3ccc(O)cc3)cs2)cc1	87	-43	.	13	81	84	0	81	84	7	85
CCOc1ccc(C)cc1S(=O)(=O)N1CCCCC1	100	-33	6	11	104	101	-6	101	101	.	102
Cc1cc(C)c2c(-n3cccc3)c(C(=O)NNS(=O)(=O)c3ccc(Br)cc3)sc2n1	96	-1	12	16	95	98	0	98	98	-31	96
CCOC(=O)C1C(=O)NC(SCC(=O)Nc2nccs2)=C(C#N)C1c1ccccc1OCC (centres undefined)	97	-5	14	21	103	103	-8	98	99	.	100
C/C(=N\Nc1nc(N)cc(Cl)n1)c1cccc(N)c1	100	-83	9	2	98	98	-1	97	99	3	99
CCOC(=O)c1sc(NC(=O)COC(=O)C(CCSC)NC(C)=O)nc1C (centres undefined)	96	-25	24	6	97	94	-1	96	97	-3	100
Cc1cccc(-c2nsc(SCC(=O)Nc3cc(C)on3)n2)c1	101	7	10	8	107	104	5	102	103	.	101
CCc1ccc(-n2c(C)cc(/C=N/NC(=O)c3ccncc3)c2C)cc1	94	-73	4	10	100	92	0	100	98	4	110
CCCCNC(=O)/C(C#N)=C/c1ccc(F)cc1F	96	-12	-4	25	97	96	-1	96	93	.	93
CCCCCn1c(Br)nc2c1c(=O)n(CC(N)=O)c(=O)n2C	97	-28	11	18	100	97	1	98	99	5	99
Cc1ccc2c(N)[nH]nc2n1	95	-59	-23	5	94	93	-2	95	96	.	97
Cc1cccc(NS(=O)(=O)c2cccc([N+](=O)[O-])c2)n1	96	-7	-5	12	102	97	-2	98	101	.	104
CC1=CC(C)(C)n2c(O)c(N=NC(N)=S)c3c(C)ccc1c32	99	-28	-2	12	101	100	-4	100	99	-11	98
C=CCNc1nc(Cl)nc(Nc2ccc(OC)cc2OC)n1	101	-13	1	10	98	102	-3	102	100	-25	98
COc1ccccc1OCc1cc(-c2ccccc2)no1	96	-1	8	10	100	99	-1	96	96	1	100
CCc1ccc(OCCNC(=O)c2cc(SC)ccc2Cl)cc1	98	1	8	12	99	99	0	97	99	-2	96
COC(=O)C(NS(=O)(=O)c1ccc(C)cc1)c1ccccc1 (centres undefined)	97	9	2	7	100	97	0	96	98	15	98
CCOC(=O)C(=CN=C(N)Nc1nc2ccccc2o1)C(=O)OCC	93	-50	-18	14	97	94	0	90	90	17	88
Cc1ccc(-c2csc(=Nc3cccnc3)n2CCCn2ccnc2)cc1C	100	-39	11	4	98	99	-2	101	99	.	99
CC(=O)C1=C(C)NC(SCC(=O)c2ccc(-c3ccccc3)cc2)=C(C#N)C1c1cccnc1 (centres undefined)	96	-45	-40	11	97	95	-1	92	96	.	99
CCn1c(NN)nc2sc3c(c2c1=O)CCC3	96	-56	-78	3	100	96	-1	97	98	.	100
CCOCCn1c(CN2CCOCC2)nc2c1c(=O)[nH]c(=O)n2C	99	6	-2	7	101	102	0	101	101	.	104
O=C(N/N=C/c1ccc2cccc(OCc3ccccc3)c2n1)c1ccc(Cl)cc1	109	-21	1	7	111	118	-4	114	112	7	104
O=C(Nc1cccc2nsnc12)C1CC(=O)N(c2ccccc2)C1 (centres undefined)	103	-15	12	7	111	108	5	102	104	-21	97
CCCS(=O)(=O)N1CCN(c2ccccc2F)CC1	98	3	-1	7	102	101	-1	99	100	6	100
Cc1[nH]c(=O)c(C#N)c2c1CSC(C)(C)C2	100	-3	12	30	105	104	-4	100	101	14	98
Cc1ccc(Oc2nc3ccccc3n3cccc23)cc1	96	2	9	31	101	101	-5	101	101	4	101
COCCNC(=O)c1ccccc1NC(=O)c1ccccc1SC	98	-39	24	5	99	97	0	98	100	-28	110

(continued)
canonical_smiles	Rac1 mut GTP	Mcl1 Bid PPI	Mcl1-Noxa inh	Avidin bead fluor	Rac1 wt modul	Cdc42 wt GTP	Mcl-1 Bim block	Rab2 wt GTP	HRas wt GTP bind	Pf gamet viab	Rab7 wt modul
CC1CC(CC(C)C(=O)Nc2nncs2)C(=O)O1 (centres undefined)	93	-11	12	16	99	100	1	104	101	.	109
CCOCCCNC(=S)N1C2CCC1CC(NC(=O)NC13CC4CC(CC(C4)C1)C3)C2 (centres undefined)	100	-8	13	5	105	102	-3	100	100	.	102
CCCc1nnc(NC(=O)Cn2c(=O)sc3ccccc32)s1	97	-5	0	6	103	99	0	99	99	-21	100
COCCN(CCOC)S(=O)(=O)c1ccc(C(=O)Nc2nnc(C)o2)cc1	100	-30	-1	12	101	98	-5	100	99	14	99
COc1cc(NC(=O)c2ccccc2)c(OC)cc1Cl	100	-6	1	19	102	99	-2	101	101	.	104
Cc1ccccc1OCC(=O)NN1C(=O)C2C3C=CC(O3)C2C1=O (centres undefined)	96	-23	11	8	99	99	0	97	97	7	96
COc1ccc(Cl)c(Cn2c(NCC(C)O)nc3c2c(=O)n(C)c(=O)n3C)c1 (centres undefined)	97	0	-8	12	105	102	8	95	98	.	99
O=C(COC(=O)[C@H](Cc1ccccc1)NC(=O)c1cccs1)Nc1c(Cl)cccc1Cl	98	0	-5	6	101	101	0	98	98	6	97
COc1nc(N)c(S(=O)(=O)c2ccccc2)cc1C#N	97	13	-9	8	95	95	7	95	95	6	97
Cc1cccc(N2CCN(C(=O)C(C)C)CC2)c1C	97	-47	17	3	100	100	0	99	99	.	98
COC(=O)C1=C(C)N(C)C(=S)NC1c1ccccc1 (centres undefined)	100	-56	-7	13	106	102	-9	100	101	.	94
COc1ccc(/C=N/NC(=O)Cc2cc(OC)c(OC)cc2[N+](=O)[O-])cc1	100	-25	-3	14	105	103	-1	95	101	.	100
COCCNC(=O)CCCC(=O)NCCOC	101	5	4	1	103	100	-1	99	102	.	94
CCC/C(O)=C1\C(=O)CC(C)(C)CC1=NCCO	101	-10	1	20	103	100	0	102	101	0	102
